Screens (PubChem BioAssay)
HEK293 tox – qHTS of GLP-1 Receptor Inverse Agonists: Cytotox Screen | HEK293 cAMP-luciferase reporter cells, luminescence, 24 h | Potency, µM (doses to about 38.3 µM), inactives show at the highest dose activity change, negative = inhibition, hits mostly inhibitors | actives 0.13% (n = 410,000);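 note: loss of luciferase light is scored as toxicity; potency is the fitted concentration of half-maximal effect; % is set by controls: 0 for no effect and ±100 for the full control effect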
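1536-well qHTS counterscreen of the MLSMR; 200 cells/uL, 12 h pre-incubation, 23 nL cpd, 24 h at 37 deg C 5% CO2, luciferase detection reagent, 12 min RT, luminescence. Inhibition = undesired.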
Akt phos inh – HTS Assay for Inhibitors of Akt Phophorylation: Primary Screen. actives 0.32% (n = 360,000). activity change, % for hits at 50 µM. AID 651550, 2012. Neuro2A IGF-stimulated pAkt S473 HTRF, 20 min; hits give low values; in the data active = activity change below about -80%; inconclusive = mostly about -51% to -80%; note: % is set by controls: 0 for no effect and ±100 for the full control effect
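Neuro2A cells (4,500/well, DMEM with 0.5% FBS) were treated with compound at a single 50 µM final concentration, stimulated with 6 nM IGF for 20 min at 37 °C, and lysed. Phospho-Akt Ser473 was read by HTRF as 665/615 ratio ×10^4.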
Abeta yeast res – qHTS for compounds that reverse cellular toxicity of Amyloid beta (A-beta) peptide in yeast: Primary Screen | actives 0.063% (n = 410,000) | Potency, µM (top dose mostly 46.1 µM), for inactives: at the top dose growth rescue, actives largely listed as activators | yeast expressing A-beta42, growth rescue, OD600, 48 h; response scale: 0% DMSO, 100% iron-clioquinol control; note: potency is the fitted concentration of half-maximal effect; nearly all actives have a fitted effect of over 55% in size
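Growth rescue measured by 600 nm absorbance after 48 h yeast culture at 30 C with compound. Values normalized between DMSO and an equimolar ferric chloride plus clioquinol control.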
aSyn yeast inh – qHTS of alpha-syn Inhibitors | actives 0.14% (n = 370,000) | Potency, µM (doses to about 46.1 µM), for inactives: at the top dose growth rescue (activation), usual class: activators | Yeast expressing alpha-synuclein, growth rescue, BacTiter-Glo, 24 h; note: potency is the fitted concentration of half-maximal effect; % of control where 0% means no effect; nearly all actives have a fitted effect of over 65% in size
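Rescue of yeast growth: cells expressing toxic alpha-synuclein, induced in galactose at OD600 0.02, incubated with compound 24 h at 30 C. ATP luminescence quantified growth; inhibitors of toxicity appear as activators.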
PTHR1 agonist – qHTS for PTHR1 Agonists: Primary Screen | HEK293 GP2 PTHR1 cells, GloSensor cAMP luminescence, 1 h | Potency, µM (titrated, usually from 115 µM), without a hit: at the highest dose activation, most hits filed as activators | actives 0.075% (n = 410,000); note: potency is the fitted concentration of half-maximal effect; nearly all actives have a fitted effect of over 55% in size; some results filed as inactive show a strong effect at the top dose; inactives centre near -15; many of its hits are not listed in these tables
Target sequence (Q03431 whole entry, looked up): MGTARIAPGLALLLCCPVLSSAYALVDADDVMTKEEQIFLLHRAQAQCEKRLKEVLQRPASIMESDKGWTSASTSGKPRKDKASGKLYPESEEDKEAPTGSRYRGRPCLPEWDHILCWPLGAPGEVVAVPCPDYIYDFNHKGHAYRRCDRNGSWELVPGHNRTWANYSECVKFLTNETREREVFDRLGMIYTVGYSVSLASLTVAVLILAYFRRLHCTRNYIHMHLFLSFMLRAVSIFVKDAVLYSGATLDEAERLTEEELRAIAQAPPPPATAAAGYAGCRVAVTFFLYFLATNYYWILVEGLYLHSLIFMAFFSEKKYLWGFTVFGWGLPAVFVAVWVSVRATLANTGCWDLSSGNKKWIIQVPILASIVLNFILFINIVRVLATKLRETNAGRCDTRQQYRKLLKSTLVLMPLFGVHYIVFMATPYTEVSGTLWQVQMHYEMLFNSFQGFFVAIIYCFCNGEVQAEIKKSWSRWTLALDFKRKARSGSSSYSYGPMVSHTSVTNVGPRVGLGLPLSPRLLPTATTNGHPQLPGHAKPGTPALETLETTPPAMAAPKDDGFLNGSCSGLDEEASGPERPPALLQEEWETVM
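HEK-293-derived GP2 cells expressing PTHR1 and a GloSensor cAMP reporter, 3,000/well, plated overnight, given luciferin plus IBMX (each 0.5 mM as added) for 1 h at 37 °C, then compound for 1 h at 37 °C. Luminescence was read after 15 min at room temperature.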
FUS yeast rescue – qHTS for Suppressors of FUS Proteinopathy: Primary screen using FUS-linked yeast assay. actives 0.24% (n = 390,000). Potency, µM (series often up to 76.6 µM), for the others: at the top dose growth rescue (activation), hits mostly activators. S. cerevisiae FUS-expressing, growth rescue, OD600, 24 h;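 note: potency is the fitted concentration of half-maximal effect; plate controls were DMSO vehicle for no effect and reference control for full effect; nearly all actives have a fitted effect of over 55% in size; some results filed as inactive show a strong effect at the top dose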
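Quantitative HTS measuring growth restoration of FUS-toxic yeast. Galactose-induced cells (OD 0.005) were exposed 24hr at 30C to compounds at several concentrations, then absorbance at 600 nm was recorded.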
TDP43 rescue – qHTS of TDP-43 Inhibitors | Potency, µM (series often up to 46.1 µM), for inactives: at the top dose growth rescue (activation), usual class: activators | actives 1.8% (n = 410,000) | TDP-43 expressing yeast growth rescue, BacTiter-Glo, 24 h | AID 652104, 2013; note: potency is the fitted concentration of half-maximal effect; % of control where 0% means no effect; nearly all actives have a fitted effect of over 50% in size
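In this qHTS, compounds that restore growth of yeast expressing TDP-43 appear as activators. Cells (OD600=0.02, galactose medium, raffinose-pregrown) are incubated with compound 24 hr at 30 deg C and growth is quantified by BacTiter-Glo.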
Mm-Cpn inhibitor – Inhibitors of TCP-1 ring complex (TRiC) of Methanococcus maripaludis (MmCpn): qHTS | Chaperonin Mm-Cpn (Methanococcus maripaludis) | purified Mm-Cpn ATPase, ADP Transcreener TR-FRET | Potency, µM (doses to about 76.9 µM), without a hit: at the top dose activity, negative = inhibition, usual class: inhibitors | actives 0.031% (n = 330,000) | AID 504842, 2011; note: potency is the fitted concentration of half-maximal effect; % is set by controls: 0 for no effect and ±100 for the full control effect; nearly all actives have a fitted effect of over 80% in size
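Reaction buffer contained 30 mM Tris pH 7.4, 100 mM KCl, 5 mM MgCl2 and 1 mM DTT. Mm-CPN (25 nM final) hydrolysed 10 uM ATP over 30 min at 37°C; ADP was read by HTRF.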
GLP1R inv ag – qHTS of GLP-1 Receptor Inverse Agonists (Inhibition Mode); AID 624417, 2012; actives 1.6% (n = 410,000); Glucagon-like peptide 1 receptor (Homo sapiens), P43220; Potency, µM (highest dose often 38.3 µM), without a hit: at the top dose activity change, negative = inhibition, actives largely listed as inhibitors; HEK293 GLP-1R CRE-luciferase, luminescence, 24 h; GLP-1R form is constitutively active; note: potency is the fitted concentration of half-maximal effect; % is set by controls: 0 for no effect and ±100 for the full control effect; nearly all actives have a fitted effect of over 55% in size
Target sequence (P43220 whole entry, looked up): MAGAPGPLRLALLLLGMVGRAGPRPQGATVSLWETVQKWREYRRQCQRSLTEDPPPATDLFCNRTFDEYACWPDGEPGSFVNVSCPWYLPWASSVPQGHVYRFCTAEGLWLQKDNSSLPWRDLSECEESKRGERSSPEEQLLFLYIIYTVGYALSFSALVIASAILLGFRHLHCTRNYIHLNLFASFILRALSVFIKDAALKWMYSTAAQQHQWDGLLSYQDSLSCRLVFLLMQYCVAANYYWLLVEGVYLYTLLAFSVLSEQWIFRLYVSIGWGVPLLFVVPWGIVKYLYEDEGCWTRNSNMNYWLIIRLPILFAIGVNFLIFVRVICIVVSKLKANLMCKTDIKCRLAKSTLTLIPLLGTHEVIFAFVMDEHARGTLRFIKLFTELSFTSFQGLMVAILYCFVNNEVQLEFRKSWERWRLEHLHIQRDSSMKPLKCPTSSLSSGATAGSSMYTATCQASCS
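Constitutively active GLP-1R drives a cAMP-responsive luciferase in stably transfected HEK293 cells; test compounds are added after overnight (12 h) attachment and left 24 hr, and signal loss in luminescence marks inhibition.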
* = called active by the depositor; i = inactive; ? = inconclusive; / = not tested or not shown; [ ] = remark or other dose. Unless noted, calls come from the whole dose curve; as a rule, active = well fitted curve in the direction sought with a large enough effect; inconclusive = small, poorly fitted or top-dose-only effect, or another doubt; inactive = no such curve, though single readings can be large; an effect the other way counts as inactive or inconclusive. A portion of the library, so the mix of outcomes need not match the whole.

SMILES	HEK293 tox	Akt phos inh	Abeta yeast res	aSyn yeast inh	PTHR1 agonist	FUS yeast rescue	TDP43 rescue	Mm-Cpn inhibitor	GLP1R inv ag
Cc1ccc2nc(-c3ccc(NC(=O)COC(=O)c4ccco4)cc3)sc2c1	5%	i	-10%	2%	-25%	0%	-8%	-12%	7%
O=C(c1ccccc1Br)N1CCN(c2ccc([N+](=O)[O-])c(N3CCOCC3)c2)CC1	-44%	i	7%	1%	-8%	27%	24%	0%	16%
Cc1ccc(C(=O)NCCCNc2ccc(C(F)(F)F)cc2[N+](=O)[O-])cc1	-27%	i	-6%	-6%	i	/	4%	1%	-20%
CCOC(=O)CNC(=O)CCCCCC(=O)NCC(=O)OCC	-4%	i	2%	0%	i	-9%	1%	2%	12%
Cc1ccc(NC(=O)CSc2ccc(S(=O)(=O)N3CCCC3)cn2)cc1F	-30%	i	-5%	-1%	-28%	11%	5%	-3%	20%
CC(=O)c1cc(C)ccc1OC(=O)c1ccco1	-5%	i	-6%	1%	1%	11%	-6%	3%	0%
C=CCn1c(Sc2nncn2C)nc2c1c(=O)[nH]c(=O)n2C	4%	i	5%	0%	i	-18%	-6%	0%	15%
COc1ccccc1CNC(=O)C1CCCN(c2nn3cc(-c4ccc(F)cc4)nc3s2)C1 (stereo not given)	-3%	/	-7%	/	-27%	-4%	0%	/	-10%
COc1ccc(NC(=O)CN(c2ccc(OC)c(Cl)c2)S(=O)(=O)c2ccccc2)cc1	-14%	i	-4%	-2%	?	?	7%	2%	?
CC(C)OCCCN1CN(S(=O)(=O)c2cccc(Cl)c2)c2nc3ccccc3nc21	-14%	i	1%	21%	-23%[57.5 µM]	18%	2%	?	?
CCn1c(COc2ccc(C)cc2)nnc1SCC(=O)C(C)(C)C	-2%	i	14%[9.22 µM]	21%	-28%	-6%	29%	1%	?
CC1CCN(c2nc3c(c(=O)n(C)c(=O)n3C)n2Cc2ccccc2)CC1	4%	i	-15%	1%	?	20%	0%	0%	4%
Cc1ccc(C(=O)N2CCCN(c3nc4cc5c(cc4cc3C#N)OCO5)CC2)cc1	141%[activator]	i	-7%	16%	-1%	37%	?	-1%	?
CCCCCCCC(=O)N/N=C/c1ccncc1	0%	i	-10%	-4%	i	-10%	0%	1%	-3%
COc1ccc(OC)c(N2C(=O)C(Cl)=C(N3CCOCC3)C2=O)c1	-10%	i	9%	-16%	-1%	/	4%	-8%	10%
CCOCC(=O)N1CCN(Cc2ccc3c(c2)OCO3)CC1	7%	i	-10%	5%	-71%[inhibitor]	-5%	-7%	-1%	10%
Cc1cc(F)ccc1NC(=O)c1cc(S(=O)(=O)N2CCOCC2)cn1C	3%	i	3%	-2%	-13%	-21%	12%	-1%	10%
CC(C)(C)C(=O)Nc1ccc(-c2nnc3n2CCCCC3)cc1	-10%	i	11%	3%	i	25%	12%	-1%	4%
Cc1cccc(C(C#N)c2nc3ccccc3nc2C(F)(F)F)c1 (stereo not given)	17%	i	-1%	?	-11%	/	?	/	0%
CNC[C@H]1Oc2c(NS(=O)(=O)c3ccccc3)cccc2C(=O)N([C@H](C)CO)C[C@@H]1C	6%	i	-3%	-3%	9%	-15%	-5%	-3%	6%

Sorted by value in GLP1R inv ag (smallest number first): 3 of the compounds above.
SMILES | GLP1R inv ag
COc1ccccc1CNC(=O)C1CCCN(c2nn3cc(-c4ccc(F)cc4)nc3s2)C1 (stereo not given) | -10%
CC(=O)c1cc(C)ccc1OC(=O)c1ccco1 | 0%
C=CCn1c(Sc2nncn2C)nc2c1c(=O)[nH]c(=O)n2C | 15%

Next records follow.
SMILES	HEK293 tox	Akt phos inh	Abeta yeast res	aSyn yeast inh	PTHR1 agonist	FUS yeast rescue	TDP43 rescue	Mm-Cpn inhibitor	GLP1R inv ag
O=C1OCCC1Sc1nnc(-c2cccs2)n1Cc1ccccc1 (stereo not given)	-14%	/	8%	2%	-2%[57.5 µM]	12%	-6%	?	47%[activator]
COc1ccc(OC)c(C2Nc3c(C)cc(C)cc3-c3cc(C)nn32)c1 (stereo not given)	0%	/	-2%	/	-24%	26%	?	/	?
CCC(=O)Nc1nnc(CCc2ccccc2)s1	0%	i	-9%	-1%	i	1%	12%	1%	0%
Cc1ccc(C(=O)NCC(c2ccc(F)cc2)N2CCOCC2)s1 (stereo not given)	-6%	i	11%	2%	i	5%	11%	1%	5%
COc1cccc(CNc2ccc3[nH]c(=O)[nH]c3c2)c1OCc1ccccc1F	-11%	i	-16%	-5%	-13%	-8%	-22%	-1%	34%[activator]
O=C(c1ccc(Cl)cc1)N1CCC(N2CCC(C(=O)N3CCOCC3)CC2)CC1	-2%	i	-5%	-5%	-3%	/	-20%	1%	-20%
COC(=O)c1cc(S(=O)(=O)N2CCCC2=O)c(Cl)cc1Cl	3%	i	-8%	0%	-37%[inhibitor]	-10%	13%	-4%	16%
Cn1c(=NC(=O)C2CCCCC2)sc2cc([N+](=O)[O-])ccc21	-10%	i	11%	0%	-17%	7%	-6%[9.22 µM]	2%	2%
N=c1c(C(=O)NCc2ccccc2)cc2c(=O)n3ccccc3nc2n1Cc1ccco1	108%[activator]	i	-16%	2%	-1%[57.5 µM]	32%	-23%	-3%	11%
CCC(O)(CC)C(=O)N(Nc1ccc(C)cc1)c1ccc(C)cc1	-1%	i	21%	11%	-29%	34%	-1%	3%	8.9µM*
Fc1cc(Br)ccc1COc1ccc(-c2nnco2)cc1	1%	i	3%	-1%	-9%	-18%	9%	3%	41%[activator]
O=C(CN1C(=O)c2cccc3cccc1c23)NC1CCCC1	45%[activator]	i	-3%	-9%	10%	35%	-26%	-2%	-1%
CC(C)(C)C(=O)Nc1ccc(N2CCN(C(=O)c3cccs3)CC2)cc1	7%	i	2%	17%	i	-6%	12%	/	-6%
O=C(Nc1nnc(C2=COCCO2)o1)c1cccc(C(F)(F)F)c1	17%	i	8%	?	i	/	?	2%	13%
CCOc1ccc(-n2c(N)c(C(=O)NCc3ccco3)sc2=S)cc1	-20%	i	-8%	-17%	i	-1%	23%	-3%	?
CCc1ccc(-c2nc(CS(=O)CC(=O)NCCc3ccc(Cl)cc3)c(C)o2)cc1 (stereo not given)	1%	/	12%	/	-10%	28%	19%	/	?
CCOc1ccc(CCNC(=O)CS(=O)Cc2nc(-c3ccc(C)cc3)oc2C)cc1 (stereo not given)	-3%	i	-3%	13%	-17%	34%	16%	0%	?
O=C(CN1C(=O)c2ccc([N+](=O)[O-])cc2C1=O)NC1CCS(=O)(=O)C1 (stereo not given)	-3%	i	-6%	-2%	-24%	16%	1%	1%	-6%
CCc1ccc(NC(=O)CCCc2nnc3n(C(C)CC)c(=O)c4sccc4n23)cc1 (stereo not given)	-9%	/	-1%	/	-5%	22%	9%	/	-5%
CCOc1ccc2[nH]c(=O)c(CN(Cc3cccnc3)C(=O)Nc3ccccc3OC)cc2c1	0%	i	6%	-1%	-17%[57.5 µM]	19%	5%	1%	9%

Printed as active in GLP1R inv ag, among the entries above:
| Compound | Akt phos inh | PTHR1 agonist | TDP43 rescue | Mm-Cpn inhibitor | GLP1R inv ag |
| --- | --- | --- | --- | --- | --- |
| CCC(O)(CC)C(=O)N(Nc1ccc(C)cc1)c1ccc(C)cc1 | i | -29% | -1% | 3% | 8.9µM* |

Additional records follow.
SMILES	HEK293 tox	Akt phos inh	Abeta yeast res	aSyn yeast inh	PTHR1 agonist	FUS yeast rescue	TDP43 rescue	Mm-Cpn inhibitor	GLP1R inv ag
CCN1CCN(S(=O)(=O)c2ccc(Cl)c(C(=O)Nc3ccccc3N3CCCCC3)c2)CC1	-28%	i	-9%	-24%	i	16%	0%	0%	10µM*
COc1ccc(CNC(=O)O[C@H]2Cn3c(=O)ccc(=O)n3[C@@H]3CN(S(=O)(=O)c4ccc(C)cc4)C[C@]23O)cc1OC	-2%	i	0%	?	-18%	-4%	0%	/	2%
O=C1CCSc2cccc3cccc(c23)N1	4%	i	2%	0%	9%[57.5 µM]	27%	-13%	-10%	3%
CCOC(=O)COc1cccc2c(=O)n(CC(=O)N3CCCCC3)ccc12	10%	i	-3%	0%	-19%	-33%	-7%	-1%	9%
COc1cc(/C=C2\SC(N)=NC2=O)cc(OC)c1	12%	i	-4%	3%	i	28%	?	1%	13%
CC1CCN(C(=O)c2ccc(NC(=O)C3CCCO3)cc2)CC1 (stereo not given)	-3%	i	2%	9%	27%[57.5 µM]	5%	-4%	3%	16%
O=C(NC1=NCCS1)c1cc(-c2ccccc2)nn1-c1ccccc1	3%	i	-4%	2%	i	-5%	14%	-5%	5%
COc1ccc2oc(=O)c(C(=O)NC3CCCCCC3)cc2c1	21%	i	-1%	-8%	-10%	12%	-9%	-7%	76%[activator]
CCOC(=O)c1ccc(NC(=O)CC2SCCNC2=O)cc1 (stereo not given)	65%[activator]	i	10%	1%	27%	47%	-7%	-1%	9%
COc1ccc(Oc2cccc(Cl)c2CNC(=O)CCCC(=O)O)cc1	6%	i	3%	0%	i	6%	8%	1%	7%
COc1ccc2cc(-c3nc(Cl)c4c5c(sc4n3)CCCC5)c(=O)oc2c1	-3%	/	-2%	/	i	-7%	?	/	0%
